PglD inh: C. jejuni PglD acetyltransferase inhibitors, primary screen, biochemical, DTNB colorimetric, single point; inhibition, % at 12.5 µM; actives 0.098% (n = 360,000); purified PglD enzyme, DTNB colorimetric CoA detection; AID 602405, 2012; UDP-N-acetylbacillosamine N-acetyltransferase PglD (Campylobacter jejuni); in the data active = inhibition above about 16%, passing the limit was not always enough; note: strong numbers were not always called active
RAD52 inh: RAD52 DNA annealing inhibitors, primary screen, biochemical, FRET, single point, set 2; recombinant RAD52 DNA annealing, FRET fluorescence; inhibition, % at 18.7 µM; actives 0.46% (n = 360,000);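 active = every replicate showing at least 50% inhibition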
Target sequence (P43351 whole entry, looked up): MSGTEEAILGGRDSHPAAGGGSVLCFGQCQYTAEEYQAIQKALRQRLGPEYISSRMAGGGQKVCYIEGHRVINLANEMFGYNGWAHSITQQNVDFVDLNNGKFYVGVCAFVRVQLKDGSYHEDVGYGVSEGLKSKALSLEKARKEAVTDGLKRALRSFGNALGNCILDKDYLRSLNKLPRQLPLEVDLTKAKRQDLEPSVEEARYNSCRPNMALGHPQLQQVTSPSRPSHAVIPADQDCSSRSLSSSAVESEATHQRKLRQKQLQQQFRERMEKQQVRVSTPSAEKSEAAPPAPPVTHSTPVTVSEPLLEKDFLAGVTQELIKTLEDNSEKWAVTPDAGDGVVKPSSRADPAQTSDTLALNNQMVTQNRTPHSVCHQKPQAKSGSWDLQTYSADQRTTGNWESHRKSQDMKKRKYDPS
Cneo AK release: Cryptococcus neoformans cell lysis inducers, primary screen, AK release luminescence, single concentration; C. neoformans lysis, adenylate kinase release luminescence, 4 h; normalised: neutral wells 0, clomiphene wells 100; lysis activity, % at 15 µM; actives 0.2% (n = 360,000); AID 651654, 2012;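 active = mean lysis activity across replicates of at least 80%, whatever share of replicates individually reach that level; inactive = mean lysis activity below 80%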
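Test system: log-phase Cryptococcus neoformans yeast cells; Quantity: yeast cell density of 5 × 10^6 cells/mL; Buffer or medium: YPD; Doses: single compound concentration per well; Timing: 4 h at 37 °C static, read 1 h later; Measured by: AK luminescence; Read-out basis: lysis from increased AK signal; Control set: Clomiphene as positive control.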
PGC1a acetyl inh: inhibitors of PGC1a acetylation signal, primary screen, cell-based, U2OS, AlphaScreen, inhibitor mode; actives 0.17% (n = 350,000); inhibition, % at 15.6 µM; AlphaScreen anti-acetyl-lysine; with virally co-expressed GCN5 acetyltransferase;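 active = every replicate shows inhibition of at least 40%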;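 note: 0% = neutral control wells and 100% = positive control wells; some results beyond the cut were filed as inactive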
RAD54 inh: inhibitors of human RAD54 branch migration, primary screen, biochemical, fluorescence, single point; DNA repair and recombination protein RAD54-like (Homo sapiens), Q92698; RAD54 Holliday junction branch migration, FAM/BHQ fluorescence; inhibition, % at 10.4 µM; actives 0.14% (n = 360,000);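 active = mean normalized replicate activity at least 40 and at least half of replicates scoring 40 or more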;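 note: 0% = median of neutral control wells and 100% = median of positive control wells; inhibitors cause a drop in the FAM fluorescence signal; in these data hits start at about 50%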
ERAP1 HTS inh: human ERAP1 aminopeptidase inhibitors, primary screen, biochemical, single point, plate reader; inhibition, % at 10.7 µM; actives 0.15% (n = 340,000); recombinant ERAP1, Leu-AMC fluorescence, 60 min; Endoplasmic reticulum aminopeptidase 1 (Homo sapiens), Q9NZ08; AID 652197, 2013;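 active = mean replicate inhibition of at least 30%, or all replicates individually reaching that 30% level; inactive = mean below 30% and not every replicate reaching it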;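 note: 0% = neutral control wells and 100% = L-leucinethiol positive control wells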
miR122 inh: miR-122 Renilla sensor signal increase in Huh7, primary screen, miR-122 inhibitor project, cell-based, single point, plate reader | Huh7 miR-122 Renilla luciferase sensor, 48 h; neutral wells = 0, positive control = 100 | activation (reporter increase), % at 12.5 µM | actives 0.3% (n = 340,000);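 active = mean replicate activation score at least 90 and every replicate individually at or above 90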;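 note: higher luciferase means less miR-122 activity so hits act as miR-122 inhibitors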
E-sel inducer: E-selectin induction in HUVECs, primary screen, imaging, HUVEC, immunofluorescence imaging, single point | normalized: neutral wells 0, TNF-alpha wells 100 | activation, % at 7.58 µM | actives 0.37% (n = 260,000);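 active = mean E-selectin-positive cell signal at least 10% of the positive control, reached in at least 60% of replicates, without over 20% cell loss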;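 note: in these data hits start at about 27%; measured in HUVEC primary endothelial cells; signal is the percent of cells scored E-selectin positive by PE staining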
Target sequence (P16581 whole entry, looked up): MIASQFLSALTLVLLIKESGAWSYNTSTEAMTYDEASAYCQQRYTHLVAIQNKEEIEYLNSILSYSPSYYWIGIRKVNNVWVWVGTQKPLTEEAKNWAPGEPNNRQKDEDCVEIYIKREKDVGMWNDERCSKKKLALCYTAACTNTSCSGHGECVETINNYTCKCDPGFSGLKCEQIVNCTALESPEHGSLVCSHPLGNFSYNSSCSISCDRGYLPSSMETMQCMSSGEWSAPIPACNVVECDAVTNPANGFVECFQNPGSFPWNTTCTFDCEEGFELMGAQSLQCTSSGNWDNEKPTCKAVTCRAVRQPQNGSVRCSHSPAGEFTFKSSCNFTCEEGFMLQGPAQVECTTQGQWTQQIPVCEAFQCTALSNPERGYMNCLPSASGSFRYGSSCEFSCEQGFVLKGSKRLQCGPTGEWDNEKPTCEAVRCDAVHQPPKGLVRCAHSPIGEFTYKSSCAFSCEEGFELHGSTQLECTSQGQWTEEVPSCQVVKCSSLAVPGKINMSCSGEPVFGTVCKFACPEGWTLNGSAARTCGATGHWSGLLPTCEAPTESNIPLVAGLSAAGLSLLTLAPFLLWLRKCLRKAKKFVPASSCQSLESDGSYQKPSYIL
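System: HUVEC, human umbilical vein endothelial cells; quantity: 3,000 cells/well; buffer or medium: EGM-2 medium, gelatin-coated wells; dosing: single-point compound dose; detection: immunofluorescence imaging; evaluation: % PE-positive cells; benchmarks: TNF-alpha, DMSO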
* hit, by the source's call; · = no result given; & = joins results of further samples; [ ] = another dose, or the depositor's remark.

SMILES	PglD inh	RAD52 inh	Cneo AK release	PGC1a acetyl inh	RAD54 inh	ERAP1 HTS inh	miR122 inh	E-sel inducer
O=C(NCC[C@@H]1CC[C@@H](NC(=O)C2CCCCC2)[C@@H](CO)O1)Nc1ccc(Cl)cc1	5	1	-3	-11	-4	-2	-6[16.7 µM]	-0.4
N=c1c(C(=O)NCCN2CCOCC2)cc2c(=O)n3ccccc3nc2n1Cc1ccc(F)cc1	-3	37	2	-3	9	-46	·	·
O=C(NC1CCCCC1)N1CC(=O)N2[C@H](CO)[C@@H](c3ccc(-c4cccnc4)cc3)[C@@H]2C1	·	9	·	-2	·	1	·	-0.5
CN(CCCn1cnc2c(OCc3ccccc3)ncnc21)CCc1ccccn1	3	-15	10	5	7	-4	-2	·
O=C(c1cccc2ccccc12)N1CCN(c2ccc([N+](=O)[O-])c(NCc3ccco3)c2)CC1	-3	10	-2	6	3	2	-4	·
CCOC(=O)c1ccc(NC(=O)N2CCN(C3CCCCC3)CC2)cc1	1	·	-8	9	-8	·	1	·
CC(=O)Nc1ccc2c(c1)C(=O)N(C)[C@H]1CC[C@H](CC(=O)NC3CCCCC3)O[C@@H]1CO2	3	·	3	-1	-5	·	-63[16.7 µM]	0.0
C#Cc1ccc([C@H]2C=C(C(=O)N3CCCCCCC3)O[C@@H](OCC)[C@@H]2CCCO)cc1	·	19	-3	-3	·	2	·	·
O=C(O)CCCNc1ccc(S(=O)(=O)Nc2ccccc2C(=O)O)cc1C(=O)O	0	·	0	-22	-3	·	0	·
Cc1noc(C)c1C(=O)Nc1nc(-c2ccc(F)cc2)cs1	0	-14	0	3	-4	-1	4	-0.2
O=C(Nc1cc(F)ccc1F)N1CC(=O)N2[C@H](C1)[C@@H](c1ccc(-c3ccc(F)cc3)cc1)[C@@H]2CO	·	-21	·	-3	·	0	·	-0.6
CC1(Oc2cccc(C#N)c2)CCN(Cc2csc3ccccc23)C1 (stereo not drawn)	-1	-13	-4	5	7	-1	2	·
CCOC(=O)CSc1nnc(-c2ccc(S(=O)(=O)NCc3cccs3)cc2)o1	2	-12	0	2	3	-3	-1	·
CCc1cc2c(NCC(=O)O)ncnc2s1	-2	·	0	3	3	·	38	·
COC(=O)c1cccc(S(=O)(=O)N(Cc2ccco2)Cc2cc3ccc(OC)cc3[nH]c2=O)c1	-3	·	2	-9	-16	·	3	·
COc1ccc(Cc2nnc(NC(=O)c3ccc(Cl)c([N+](=O)[O-])c3)s2)cc1	-9	·	-3	·	-30	·	-14	·
O=C(O)C1CC2C3CC(C(=O)O)C(C3)C2C1 (stereo not drawn)	·	-1	·	4	·	-6	1	·
CC(=O)C1C(c2ccc(Cl)cc2)NC(=O)NC1(O)C(F)(F)F (stereo not drawn)	-4	-12	3	0	3	0	-8	0.2
Cc1cc(C)cc(N(CC(=O)N2CCc3ccccc32)S(=O)(=O)c2c(C)noc2C)c1	1	-15	-3	6	7	0	-7	·
CCCNC(=O)C1CCN(S(=O)(=O)c2ccc3nc4c(c(C(=O)O)c3c2)CCCCC4)CC1	-8	-13	2	4	-5	5	0	-0.5
CCOC(=O)N1CCN(C(=O)c2ccccc2NC(=O)COc2ccccc2C)CC1	-2	-7	1	·	18	1	·	·
Cc1ccc(N2CCN(C(=O)c3cc(COc4c(C)cccc4C)on3)CC2)c(C)c1	1	-9	2	·	-10	-1	2	·
O=C(Nc1ccc(F)cc1F)N1CCCN(c2ccc([N+](=O)[O-])cn2)CC1	0	-13	0	-94	-6	·	-5	0.0
CCc1nc2ccc(C(=O)NCCCN3CCCC3=O)cn2c1N(C)C(=O)c1cccc(OC)c1	-2	-15	-1	-1	-7	-3	6	0.2
C[C@@H]1CN([C@H](C)CO)C(=O)Cc2cc(NC(=O)c3ccncc3)ccc2O[C@@H]1CN(C)C(=O)Nc1ccc(C(F)(F)F)cc1	0	-5	6	-28	-3	-1	11[16.7 µM]	-8.2

Part of the list above, reduced to RAD52 inh and RAD54 inh.
canonical_smiles,RAD52 inh,RAD54 inh
CCCNC(=O)C1CCN(S(=O)(=O)c2ccc3nc4c(c(C(=O)O)c3c2)CCCCC4)CC1,-13,-5
O=C(NC1CCCCC1)N1CC(=O)N2[C@H](CO)[C@@H](c3ccc(-c4cccnc4)cc3)[C@@H]2C1,9,·
C#Cc1ccc([C@H]2C=C(C(=O)N3CCCCCCC3)O[C@@H](OCC)[C@@H]2CCCO)cc1,19,·

Remaining list, next part:
SMILES	PglD inh	RAD52 inh	Cneo AK release	PGC1a acetyl inh	RAD54 inh	ERAP1 HTS inh	miR122 inh	E-sel inducer
C[C@H]1CN([C@@H](C)CO)C(=O)c2cccc(NS(=O)(=O)c3ccc(Cl)cc3)c2O[C@@H]1CN(C)Cc1ccc(Cl)c(Cl)c1	0	7	-1	-16	1	0	-4[16.7 µM]	-0.2
Nc1cc(C(=O)OCC(=O)N2CCC(Cc3ccccc3)CC2)ccc1Cl	0	-18	0	·	3	-2	·	·
CCCC(=O)n1nc(-c2cccnc2)nc1N	0	·	2	·	-1	·	-18	·
c1ccc(-c2ccc(CN3CCSCC3)cc2)cc1	2	0	-4	-1	0	1	-8	2.6
Cn1c(-c2c(N)n(CCCc3ccccc3)c3nc4ccccc4nc23)nc2ccccc21	0	-16	0	-10	7	2	6	·
Cc1cc(N/C=C2\CCCCC2=O)no1	-1	0	1	-5	12	-4	-4	·
CCOc1ccccc1C(=O)N(CN1CCCC1=O)c1ccc(C)c(Cl)c1	-3	·	0	3	-5	·	-8	·
CCOC(=O)N1CCN(C(=O)Cn2ccc3c(OC)cccc3c2=O)CC1	4	-2	0	8	4	1	-4	-0.4
Cc1nn(C)c(C)c1NC(=O)CSc1nnc(C)n1-c1ccccc1	6	-6	3	-12	-21	2	-4	·
Cc1cc2cc(CCNS(C)(=O)=O)c(=O)[nH]c2cc1C	-7	·	0	10	-1	·	-3	·
COc1ccccc1/C=C/CN1CC(C)OC(C)C1 (stereo not drawn)	3	·	0	2	0	·	-3	·
Cc1cc(C)n(Cc2ccc(C(=O)O)cc2)n1	1	-15	1	-4	2	-2	·	·
Cc1ccc(S(=O)(=O)N2CCC(Oc3ccc(-n4cnnn4)cc3)CC2)cc1	-2	-12	3	-5	19	-2	0	0.0
CP(=O)(COC(=O)c1ccccc1)COC(=O)c1ccccc1	-6	·	0	10	2	·	-5	·
Cc1ccc(NC(=O)COC(=O)CNC(=O)c2ccc(Cl)cc2Cl)cc1S(=O)(=O)N1CCOCC1	4	0	·	0	-6	1	-5	0.0
CCOc1ccc2[nH]c(=O)c(CN(CC3CCCN3CC)C(=O)NCc3ccccc3)cc2c1 (stereo not drawn)	1	·	3	-5	-3	·	-4	·
Cc1cc2n(n1)C(c1ccc3c(c1)OCO3)Nc1ccccc1-2 (stereo not drawn)	-3	·	7	6	-6	·	17	·
O=C(O)C1CC(=O)N(C2CCCCC2)C1c1ccccc1 (stereo not drawn)	2	·	4	5	-6	·	-2	·
COc1ccc(C(=O)NCc2c(C)oc(C)c2C(=O)O)cc1	14	-27	-1	-6	-5	0	-8	1.8
CCN(Cc1ccccc1)S(=O)(=O)c1cc2[nH]c(=O)c(=O)[nH]c2cc1C	-8	-12	-1	9	-1	·	0	0.1
COc1ccc(/C=C/C(=O)NC(C)C)cc1Br	7	·	9	10	2	·	-6	·
Cc1ccc(S(=O)(=O)N2CCN(C(=O)C(Cc3ccccc3)NC(=O)c3ccccc3)CC2)cc1 (stereo not drawn)	1	-7	1	·	4	-1	·	-1.1
CN1C(C(=O)NCc2cccc(C(F)(F)F)c2)CC2Cn3c(nc4ccccc43)C21 (stereo not drawn)	3	-28	-3	-11	-3	1	1	0.8
Cc1cccc(N(CC(O)CN(C)C)S(=O)(=O)c2ccccc2)c1 (stereo not drawn)	1	·	0	-7	-11	·	-5	-0.5
C[C@@H]1CN([C@H](C)CO)C(=O)c2cccc(N(C)C)c2O[C@H]1CN(C)S(=O)(=O)c1cccs1	-2	8	7	-13	3	2	-2[16.7 µM]	0.1
Next structures follow.
SMILES	PglD inh	RAD52 inh	Cneo AK release	PGC1a acetyl inh	RAD54 inh	ERAP1 HTS inh	miR122 inh	E-sel inducer
O=S(=O)(Nc1ccccc1)C1CCCCC1	0	-4	1	-7	-9	-2	-2	-0.6
CCc1ccccc1NC(=O)CNC(=O)CNC(=O)C1CCCCC1	-7	-5	-6	·	-8	-3	·	3.2
C[C@@H]1CN([C@H](C)CO)C(=O)c2cc(NS(=O)(=O)c3ccccc3)ccc2O[C@@H](C)CCCCO[C@@H]1CN(C)Cc1ccccc1	1	-17&6	-1	-6	0	0&-2	-12[16.7 µM]	0.1
CC1CCN(C(=O)CCNS(=O)(=O)c2ccc(Br)cc2)CC1	3	2	0	-2	1	-1	9	·
CN(CC(=O)Nc1ccc(S(=O)(=O)N2CCCC2)cc1)Cc1cccc(Cl)c1Cl	3	-2	0	-3	1	-1	5	-0.2
CCOc1cc(Cl)c(S(=O)(=O)NCc2cccnc2)cc1Cl	9	-2	0	·	-11	-3	·	0.2
C[C@@H]1CN([C@H](C)CO)C(=O)c2cccc(NC(=O)Nc3ccc4c(c3)OCO4)c2O[C@H]1CN(C)C	-2	1	-4	12	4	1	3[16.7 µM]	·
C=CCOC(=O)C1=C[C@@H](c2ccc(Br)cc2)[C@H](CCCO)[C@@H](OCC)O1	0&-2	11&-2	-7&0	-21&22	-1&-8	3&2	-5	0.1
CNC[C@H]1Oc2ccc(NS(=O)(=O)c3ccc(Cl)cc3)cc2C(=O)N([C@H](C)CO)C[C@H]1C	1	-13	6	-1	3	5	-2[16.7 µM]	·
Cc1ccc2nc(N3CCN(Cc4nnnn4Cc4ccccc4)CC3)c(C#N)cc2c1	-3	·	-1	-4	1	·	-6	·
Cc1nnc(SCC(=O)Nc2nccs2)[nH]c1=O	4	·	1	-7	4	·	-4	·
COc1ccc(C(=O)N2CCN(Cc3cn[nH]c3-c3ccc(OC)cc3F)CC2)cc1	·	-3	·	3	·	-4	-21	0.0
C[C@H]1CN([C@@H](C)CO)C(=O)c2cccc(NC(=O)Nc3cccc4ccccc34)c2O[C@@H]1CN(C)S(=O)(=O)c1cn(C)cn1	1	20	4	9	-1	1	0[16.7 µM]	0.2
C[C@@H]1CN([C@H](C)CO)C(=O)c2cc(NS(=O)(=O)c3cn(C)cn3)ccc2O[C@@H](C)CCCCO[C@H]1CN(C)Cc1ccncc1	0	-5	-2	30	0	2	2[16.7 µM]	0.1
COc1ccc2[nH]cc(CCNC(=O)C3CCCCC3)c2c1	4	-13	0	17	-3	-2	11	·
Cc1ccc(-c2nn(CC(=O)Nc3cccnc3)c(=O)c3ccccc23)cc1	2	·	-1	4	-16	·	-1	·
COC(=O)c1ccc(Cn2c(C)c(C(=O)NCc3cccc(C(F)(F)F)c3)sc2=O)o1	3	-31	0	·	10	·	·	·
O=C(NCc1ccccc1)c1cccc(NC(=O)C2CCC2)c1	0	-14	1	-3	-5	·	12	-1.6

In the list so far, these have a cyano group.
SMILES	PglD inh	RAD52 inh	Cneo AK release	PGC1a acetyl inh	RAD54 inh	ERAP1 HTS inh	miR122 inh	E-sel inducer
CC1(Oc2cccc(C#N)c2)CCN(Cc2csc3ccccc23)C1 (stereo not drawn)	-1	-13	-4	5	7	-1	2	·
Cc1ccc2nc(N3CCN(Cc4nnnn4Cc4ccccc4)CC3)c(C#N)cc2c1	-3	·	-1	-4	1	·	-6	·
